DAX1 inh-1 = DAX1 (NR0B1) inhibitors on StAR promoter, primary screen, cell-based, luminescence, SF-1 (NR5A1), full-length DAX-1. HEK293T StAR-luciferase reporter, SF-1/DAX-1 repression relief. inhibition, % at 6.8 µM. hit rate 1.1% among 370,000. AID 652010, 2013;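 active = inhibition above the mean over all tested compounds plus 3 SD, cut at about 3.6% in these data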;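 also: 0% = DAX-1 cells with DMSO and 100% = cells lacking DAX-1 with DMSO; higher inhibition means more luminescence from relief of DAX-1 repression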
proKLK7 act = proKLK7 zymogen activators, primary screen, biochemical, fluorescence intensity. AID 652039, 2013. hit rate 0.9% among 370,000. Kallikrein-7 (Homo sapiens), P49862. activation, % at 7 µM. purified proKLK7, EDANS-DABCYL substrate fluorescence; 100% is mature enzyme control, 0% vehicle;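 active = activation above the mean of all tested compounds plus 3 SD, computed per campaign excluding outliers beyond control limits, cut at about 13% in these data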
Target sequence (P49862 whole entry, looked up): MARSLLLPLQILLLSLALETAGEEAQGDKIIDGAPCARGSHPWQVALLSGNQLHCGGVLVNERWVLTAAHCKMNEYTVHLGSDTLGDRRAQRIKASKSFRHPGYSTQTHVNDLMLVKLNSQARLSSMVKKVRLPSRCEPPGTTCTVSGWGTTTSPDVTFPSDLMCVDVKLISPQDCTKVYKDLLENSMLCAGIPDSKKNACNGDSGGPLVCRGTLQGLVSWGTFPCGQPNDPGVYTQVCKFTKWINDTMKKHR
NPR1 activator = GC-A stimulated cGMP production enhancers – HEK293 GC-A cells, cGMP TR-FRET, EC30 ANP, primary screen | Atrial natriuretic peptide receptor 1 (Homo sapiens), P16066 | 0% at EC30 ANP, 100% saturating ANP | activation, % at 10 µM | hit rate 0.14% among 370,000 | AID 1671463, 2021; in the data active = activation above about 40%
HGIII-sPLA2 inh = human group III sPLA2 inhibitors, primary screen, biochemical, QFRET, BODIPY PC-A2 liposome substrate; Group 3 secretory phospholipase A2 (Homo sapiens), Q9NZ20; QFRET BODIPY PC-A2 liposome hydrolysis, fluorescence; inhibition, % at 12.2 µM; hit rate 0.56% among 370,000; AID 743126, 2013;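 active = inhibition above mean plus 3 SD of compounds lying within the high and low control bounds, cut at about 19% in these data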;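 also: 0% = median of test compound wells and 100% = no enzyme DMSO wells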
Target sequence (Q9NZ20 whole entry, looked up): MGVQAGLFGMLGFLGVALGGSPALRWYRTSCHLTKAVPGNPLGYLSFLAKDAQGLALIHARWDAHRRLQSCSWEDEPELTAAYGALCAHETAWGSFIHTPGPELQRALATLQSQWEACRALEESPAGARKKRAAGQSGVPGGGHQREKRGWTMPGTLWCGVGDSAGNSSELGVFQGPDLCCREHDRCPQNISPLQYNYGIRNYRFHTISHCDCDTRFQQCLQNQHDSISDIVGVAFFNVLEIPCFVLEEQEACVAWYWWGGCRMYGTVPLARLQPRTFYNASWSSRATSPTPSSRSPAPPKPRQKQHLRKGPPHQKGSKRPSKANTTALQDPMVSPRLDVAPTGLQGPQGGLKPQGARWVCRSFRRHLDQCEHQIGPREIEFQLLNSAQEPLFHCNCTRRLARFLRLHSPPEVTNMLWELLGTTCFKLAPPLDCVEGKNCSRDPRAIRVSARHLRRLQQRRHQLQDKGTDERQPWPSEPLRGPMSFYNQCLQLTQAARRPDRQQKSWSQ
SMARCA2 act = SMARCA2 (BRM) function activators, primary screen, cell-based, luminescence, high throughput | MG213 cells, MMTV-luciferase reporter, dexamethasone, overnight | activation, % at 9.1 µM | hit rate 1% among 370,000 | AID 652017, 2013; in the data active = activation above about 7.8%;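 also: 0% = vehicle wells and 100% = reference activator wells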
hgDAF12 agonist = H. glycines DAF-12 receptor agonists, primary screen, cell-based, luminescence, HEK293, GAL4 fusion, UAS-luciferase; Nuclear hormone receptor DAF-12 (Heterodera glycines), GAL4 fusion; HEK293 GAL4-hgDAF12 UAS-luciferase reporter, agonist luminescence; normalized to butyrate control; activation, % at 6.8 µM; hit rate 1.8% among 370,000; AID 687014, 2013;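 active = activation above a cutoff set at the mean of all screened compounds plus 3 SD, cut at about 10% in these data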;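 also: 0% = DMSO wells and 100% = sodium butyrate wells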
ssDAF-12 act = S. stercoralis DAF-12 nuclear receptor activators, primary screen, cell-based, luminescence, HEK293, GRIP1 co-expression, lit1-tk-luc; Nuclear hormone receptor DAF-12 (Strongyloides stercoralis); HEK293 ssDAF-12/GRIP1 lit1-tk-luc reporter; % of 3 µM dafachronic acid response; activation, % at 6.8 µM; hit rate 1% among 370,000;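 active = activation above the mean over all tested compounds plus 3 SD, cut at about 0.9% in these data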;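 also: 0% = DMSO-only wells and 100% = 3 µM delta7-dafachronic acid wells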
FXN GAA850 act = FXN promoter activators, primary screen, cell-based, luciferase luminescence, HEK293 lucGAA850 | HEK293 lucGAA850 FXN promoter luciferase reporter, 24 h; percent of 10 µM SAHA response | activation, % at 6 µM | hit rate 0.56% among 360,000 | AID 540364, 2011;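 active = activation above the average of all compounds screened plus 3 SD, cutoff fixed separately per campaign, cut at about 7.5% in these data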;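 also: 0% = DMSO wells and 100% = 10 µM SAHA wells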
NPR2 activator = human GC-B receptor activators, primary screen, HEK293 GC-B cells, cGMP TR-FRET, EC30 CNP | 0% at EC30 CNP, 100% saturating CNP | activation, % at 10 µM | hit rate 0.11% among 370,000 | AID 1920062, 2024;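 active = activation at 10 µM reaching about 35% in either raw or pattern-adjusted values, limit read from the data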
DAX1 inh-2 = DAX1 (NR0B1) inhibitors, primary screen, cell-based, HEK293, Gal4-DAX1, luciferase luminescence | Nuclear receptor subfamily 0 group B member 1 (Homo sapiens), P51843 | hit rate 0.99% among 340,000 | AID 504766, 2011 | HEK293 Gal4-DAX1 luciferase reporter | inhibition, % at 6.75 µM;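 active = inhibition above the mean over all tested compounds plus 3 SD, cut at about 4.2% in these data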;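 also: 0% = DAX1-transfected cells with DMSO and 100% = empty-vector control cells with DMSO; inhibition shows as a rise in luminescence from relieved DAX1 repression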
Target sequence (P51843 207-470 limits assumed): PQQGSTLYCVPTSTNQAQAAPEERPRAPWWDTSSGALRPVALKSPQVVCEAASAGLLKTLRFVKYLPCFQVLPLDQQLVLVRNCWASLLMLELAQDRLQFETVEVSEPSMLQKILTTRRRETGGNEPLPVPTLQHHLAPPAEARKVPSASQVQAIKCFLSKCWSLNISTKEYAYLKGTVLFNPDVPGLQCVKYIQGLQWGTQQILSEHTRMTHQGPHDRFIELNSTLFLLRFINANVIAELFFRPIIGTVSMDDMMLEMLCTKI
hcDAF-12 act = H. contortus DAF-12 nuclear receptor activators, primary screen, cell-based, luminescence, HEK293, lit1-tk-luc reporter; activation, % at 6.8 µM; HEK293 hcDAF-12 lit1-tk-luc reporter; 0% DMSO, 100% Δ7-dafachronic acid; AID 652067, 2013; hit rate 1.4% among 370,000;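 active = activation above the mean of all tested compounds plus 3 SD, cut at about 5.5% in these data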;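 also: 100% = response to 3 µM Δ7-dafachronic acid high control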
Active calls of the source: *; . = no result given; & = joins results of further samples.

SMILES | DAX1 inh-1 | proKLK7 act | NPR1 activator | HGIII-sPLA2 inh | SMARCA2 act | hgDAF12 agonist | ssDAF-12 act | FXN GAA850 act | NPR2 activator | DAX1 inh-2 | hcDAF-12 act
COc1ccccc1N1CCN(C(=O)C2CCN(S(=O)(=O)c3ccc(C)cc3)CC2)CC1 | -0.1 | 0.0 | 1.7 | -7.7 | 3.5 | 0.3 | -0.8 | 1.8 | 0.6 | -1.6 | 0.0
COc1cc(/C=C2\C(=N)N3N=CSC3=NC2=O)cc(Br)c1OC(=O)c1ccco1 | 0.2 | -0.1 | -2.4 | -19.9 | -0.5 | -0.8 | -0.9 | 1.4 | 0.9 | 1.1 | -0.1
CC(Oc1cc2oc(=O)c3c(c2cc1Cl)CCC3)C(=O)NCc1ccncc1 (configuration not stated) | 0.1 | 0.5 | -34.9 | 2.7 | 1.4 | 0.0 | -0.7 | 1.4 | -13.3 | -0.8 | -2.3
O=C(CCn1c(=O)oc2ccccc21)N1CCCCCC1 | -0.1 | 0.0 | -1.6 | 5.4 | -0.5 | 1.4 | -1.2 | 4.0 | 2.6 | -1.0 | 0.1
CC1Cc2cc(/C=C3/SC(=S)NC3=O)ccc2O1 (configuration not stated) | 0.4 | -0.7 | 2.3 | 1.7 | 1.9 | 2.2 | -1.6 | 1.2 | -13.7 | 1.1 | 1.8
CN(C(=O)c1c(Cl)cnn1C)C12CC3CC(CC(C3)C1)C2 | 0.0 | 0.0 | -1.7 | -1.5 | -2.1 | 2.9 | -1.4 | 1.1 | -0.8 | 0.5 | -2.3
CCCCN1C=CC(=C2C(=O)c3ccccc3C2=O)C=C1 | -2.1 | 0.5 | 0.2 | -0.5 | -9.4 | -15.9 | -3.3 | -13.2 | 4.4 | -5.5 | -6.7
C[C@@H]1CN([C@@H](C)CO)C(=O)CCCn2nncc2CO[C@H]1CN(C)C(=O)c1ccc2ccn(C)c2c1 | 0.6 | -0.2 | 0.2 | 2.4 | -0.7 | -0.3 | -1.4 | 1.2 | -1.2 | 1.2 | 0.6
Cc1cc2c(cc1C)[n+](C)cn2CC(O)COCC1CC=CCC1 (configuration not stated) | -1.4 | 0.0 | 3.3 | 4.3 | -5.0 | 1.5 | -1.9 | -0.5 | -3.3 | -1.7 | -0.9
CC(OC(=O)c1cccc([N+](=O)[O-])c1)C(=O)N1CCc2ccccc21 (configuration not stated) | 1.8 | -0.1 | 0.2 | 4.5 | -0.9 | -0.3 | -0.4 | -0.1 | 7.3 | 1.6 | -0.4
COc1ccc(NC(=O)CN2C(=O)NC(C)(C3CC3)C2=O)cc1S(=O)(=O)N1CCOCC1 (configuration not stated) | 1.3 | -0.6 | -0.6 | 3.5 | 3.4 | 2.9 | -1.1 | 0.6 | 1.1 | 0.7 | -1.1
O=C(CCn1c(=O)oc2ccccc21)NCCCN1CCN(c2ccc(F)cc2)CC1 | 0.4 | -0.4 | 2.7 | 2.9 | -0.9 | 0.6 | -1.0 | -0.7 | 1.0 | -1.4 | -1.5
CCn1c(SCc2nc3ccccc3[nH]2)nnc1-c1cccs1 | -0.2 | -0.4 | 1.4 | 3.1 | -0.8 | 0.0 | -1.2 | -1.6 | -8.2 | -0.2 | -2.0
COc1ccc(CN2C(=O)C(Cc3ccccc3)Nc3ncnc(N4CCN(c5ccccc5)CC4)c32)cc1 (configuration not stated) | -0.3 | -0.4 | 2.9 | -1.8 | -0.9 | -0.3 | -1.4 | -1.4 | 8.1 | -1.1 | -1.3
C[C@H](NC(=O)OC(C)(C)C)C(=O)N/N=C/c1cccc2nccnc12 | 0.4 | 0.4 | -5.8 | 5.7 | -5.0 | -0.3 | -1.1 | 1.4 | -2.1 | -0.3 | 1.8
Cc1nc(CSc2n[nH]c(=O)n2-c2ccccc2)cs1 | -0.6 | 0.4 | -0.7 | -3.1 | -1.0 | 1.0 | -1.0 | 1.5 | 2.9 | -1.4 | -1.5
COc1ccccc1-c1ccc(SCc2cccc(C)c2)nn1 | -0.5 | -0.6 | -3.5 | 4.2 | -0.6 | -0.8 | -1.6 | 1.7 | 1.1 | -0.6 | -1.4
CCC(=O)Nc1sc(Cc2ccc3c(c2)OCO3)c(C)c1C(N)=O | -1.2 | 0.3 | 10.3 | 1.6 | 2.8 | 0.5 | 0.2 | 2.2 | 12.7 | -2.0 | -1.5
CCOc1ccc2c(c1)c(=O)c(S(=O)(=O)c1ccc(CC)cc1)cn2C | -0.1 | -0.3 | -0.8 | 5.0 | 0.1 | -0.8 | -1.2 | -0.8 | -0.8 | 0.0 | 0.6
Cc1ccc(S(=O)(=O)NCCSc2ccccc2)cc1[N+](=O)[O-] | 0.2 | -0.3 | 2.8 | -17.7 | 0.4 | -1.1 | -1.2 | 0.6 | 1.2 | -0.3 | -1.7
O=C1c2ccccc2C(c2nnnn2Cc2ccccc2)N1CCCn1ccnc1 (configuration not stated) | -1.2 | -0.8 | 1.1 | -6.9 | -0.9 | 1.9 | -0.9 | . | -0.9 | . | -1.1
NNC(=O)CNC(c1ccccc1)c1cc(Cl)ccc1NC(=O)c1ccccc1 (configuration not stated) | -0.8 | -1.3 | -18.0 | -4.2 | -2.5 | -3.8 | -0.7 | -1.9 | -5.4 | -0.8 | -2.8
Cc1ccccc1N/C(SCc1ccc(Cl)cc1)=C(/C#N)C(N)=O | -0.6 | 0.1 | -40.7 | -0.2 | -2.1 | 2.2 | -1.3 | -1.8 | -15.8 | -0.7 | 0.6
O=C1c2ccccc2NC(c2ccc(Br)s2)N1O (configuration not stated) | 0.5 | 0.5 | 3.2 | -32.2 | -1.2 | 2.5 | -1.2 | . | -11.1 | . | 0.4
Cc1ccc(/C=C(\NC(=O)c2ccccc2)C(=O)NCCc2ccccn2)o1 | 1.5 | 0.3 | 9.4 | 15.5 | -2.1 | 3.8 | -1.2 | 1.4 | 2.5 | -1.2 | 0.5
COc1ccc(NC(=O)CC2CCCCC2)cc1OC | 1.0 | 0.6 | -0.4 | -5.0 | 1.8 | 0.2 | -0.4 | 1.7 | -1.6 | 0.1 | 0.1
COCCNc1nnc(SCC(=O)N2CCN(S(=O)(=O)c3ccccc3)CC2)s1 | -0.7 | -0.3 | 4.3 | 6.0 | 1.2 | -0.1 | -1.3 | -2.7 | 5.0 | -0.3 | -0.6
CCOc1cc(N2CCOCC2)c(OCC)cc1NC(C)C(=O)N1CCC(C)CC1 (configuration not stated) | -0.5 | 0.4 | -8.6 | 3.7 | 1.2 | -2.7 | -1.3 | -0.6 | 2.4 | 0.3 | -0.5
COc1ccc(-c2noc(-c3ccc(Cl)cc3[N+](=O)[O-])n2)cc1OC | 0.9 | -0.4 | 16.9 | 1.8 | 4.7 | 6.6 | -0.7 | 2.1 | -7.9 | 2.6 | 5.7*
COc1ccccc1OCCNC(=O)c1cccc(S(=O)(=O)N2CC(C)OC(C)C2)c1 (configuration not stated) | 0.9 | -0.8 | 0.6 | -0.6 | -0.1 | -1.8 | -1.5 | -0.2 | 3.8 | 0.1 | -2.0
Cc1ccc(S(=O)(=O)N2CCN(CC(=O)NC3CCCc4ccccc43)CC2)cc1C (configuration not stated) | -0.2&0.2 | 0.0&0.0 | -15.7&-10.9 | -27.1&-28.7 | -3.0&-3.8 | 2.5&-0.1 | -0.3&-1.6 | -3.4&-0.9 | -8.1&-3.5 | 0.7&1.7 | -1.6&0.7
COc1ccc(-c2cccc(-c3cc(=O)oc4cc(OC)c(OC)c(OC)c34)c2)cc1 | 1.5 | 0.3 | -4.3 | 3.0 | -2.6 | 0.3 | -1.2 | 1.6 | -0.1 | -0.3 | -0.1
Cc1ccc(/C=C/C(=O)NN2CCN(C)CC2)cc1 | 0.9 | 0.5 | 0.9 | 2.2 | 1.0 | -0.6 | -0.3 | 1.3 | 1.5 | 3.3 | 0.3
Cc1c(C(=O)N(Cc2ccncc2)CC2CCCO2)oc2c(F)cccc12 (configuration not stated) | -3.0 | 0.1 | -3.1 | -1.9 | 2.4 | -0.3 | -0.4 | 2.0 | -2.6 | -0.7 | 1.6
CC(=O)N(CCC(c1ccco1)C(C)C)Cc1ccc(Cl)cc1 (configuration not stated) | 0.1 | 0.2 | -13.8 | -10.9 | -4.2 | -2.2 | -1.6 | 0.4 | -18.2 | . | -0.8
Cc1cc(C)cc(N2CC(c3nc4ccccc4n3C)CC2=O)c1 (configuration not stated) | -0.8 | -0.2 | -3.2 | 2.4 | 5.6 | -0.5 | -1.4 | -1.8 | 1.7 | 0.1 | -0.9
COC(=O)C1=C(C)N(CCCC(=O)O)C(=O)NC1c1ccc(Cl)cc1 (configuration not stated) | -0.3 | -0.4 | -1.8 | 4.8 | 0.7 | 1.9 | -1.5 | 1.4 | 6.5 | 1.6 | -0.1
Nc1c(C(=O)Nc2ccc(Cl)cc2)sc2nc(N3CCOCC3)c3c(c12)CCCC3 | -0.1 | -1.5 | 28.4 | -3.4 | 1.0 | 1.0 | -0.6 | 3.7 | 8.7 | 0.4 | -1.6
CCCCN(CC)CCCNC(=S)Nc1ccc2nc(N3CCN(CC)CC3)cc(C)c2c1 | 0.4 | 2.5 | 0.0 | 8.8 | 4.5 | 0.8 | -1.3 | 1.2 | -1.1 | -0.2 | -0.1
CC1(C)CC(=O)C=C(NCCN2CCN(C(=S)Nc3ccccc3)CC2)C1 | 0.2 | 0.5 | 4.5 | 14.7 | -5.2 | -1.3 | -1.5 | 0.8 | 5.5 | 0.0 | -0.2
O=C(Nc1cc(C(F)(F)F)ccc1N1CCOCC1)c1cccc(F)c1 | 0.0 | -0.1 | 12.1 | 2.5 | 0.0 | 0.5 | -0.7 | 2.0 | -11.6 | -0.9 | -1.8
COCCn1c(SCc2cccnc2)nnc1-c1ccco1 | -0.2 | -0.3 | 0.0 | 9.1 | -0.8 | -0.1 | -0.2 | 1.5 | -3.2 | -0.4 | -1.8

Screening results from PubChem BioAssay.

Rows were taken by chance (roughly 6.7% active in at least one column).
